# From PubChem
# NSD2 inh = NSD2 histone methyltransferase inhibitors, primary screen, biochemical, AlphaScreen, single concentration, set 2 | Histone-lysine N-methyltransferase NSD2 (Homo sapiens), O96028 | NSD2 peptide methylation, 120 min | inhibition, % at 12.5 µM | hit rate 0.54% among 310,000 | AID 743445, 2014; in the data active means inhibition above about 50%
# RTF Ca sens inh = cardiac RTF calcium sensitivity inhibitors, primary screen, biochemical, IANBD-TnC fluorescence, EC70 calcium | Troponin I, cardiac muscle (Homo sapiens) + Troponin T, cardiac muscle (Homo sapiens) + … | IANBD-labeled cardiac RTF, Ca2+ fluorescence | inhibition, % at 7.15 µM | hit rate 0.12% among 340,000 | AID 493244, 2011;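 active means inhibition above the mean inhibition of all tested compounds plus 3 SD, cut at about 17% in these data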;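 further: assay run at fixed EC70 calcium of 1.6 mM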
# SR-BI HDL uptake = inhibitors of SR-BI mediated HDL lipid uptake, primary screen, ldlA[mSR-BI] cells, fluorescence, single point. Scavenger receptor class B member 1 (Mus musculus), Q61009. ldlA[mSR-BI] CHO cells, DiI-HDL uptake fluorescence, 3 h. inhibition, % at 12.5 µM. hit rate 0.96% among 320,000. AID 488896, 2010;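 active means mean replicate inhibition of at least 70% and a set share of replicates each scoring 70 or more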;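 further: 0% = median of neutral control wells and 100% = median of positive control wells; values of inactives mirror those of a sister screen read the other way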
# Target sequence (Q61009 whole entry, looked up): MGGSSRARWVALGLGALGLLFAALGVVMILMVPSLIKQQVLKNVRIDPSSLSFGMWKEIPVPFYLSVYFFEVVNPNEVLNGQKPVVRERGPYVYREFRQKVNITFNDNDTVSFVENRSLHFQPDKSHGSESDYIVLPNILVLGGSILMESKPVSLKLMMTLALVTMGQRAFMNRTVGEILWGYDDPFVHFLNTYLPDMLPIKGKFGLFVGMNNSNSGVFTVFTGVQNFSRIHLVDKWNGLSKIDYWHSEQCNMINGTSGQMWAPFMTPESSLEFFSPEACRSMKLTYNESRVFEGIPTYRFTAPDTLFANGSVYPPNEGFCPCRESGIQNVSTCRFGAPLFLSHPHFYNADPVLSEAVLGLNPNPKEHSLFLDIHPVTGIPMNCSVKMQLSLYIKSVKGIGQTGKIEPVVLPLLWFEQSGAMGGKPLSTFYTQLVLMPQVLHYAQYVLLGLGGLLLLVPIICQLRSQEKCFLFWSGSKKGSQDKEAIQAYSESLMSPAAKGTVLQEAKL
# SR-BI uptake up = activators of SR-BI mediated DiI-HDL uptake, primary screen, ldlA[mSR-BI] CHO cells, DiI fluorescence; 3 h; 100 = double the neutral-control signal; activation, % at 12.5 µM; hit rate 0.096% among 320,000; AID 504775, 2011;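 active means mean replicate activation of at least 60% and every replicate at or above 60%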;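 further: 0% = median plate neutral-control signal and 100% = twice that signal; values of inactives mirror those of a sister screen read the other way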
#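 Test system: SR-BI-overexpressing, LDLR-lacking CHO cells; Medium: Ham's F12 with 0.5% BSA, HEPES 25 mM, pH 7.4; Schedule: 3 h, 37 °C; Technique: bottom-read fluorescence, 550/595 nm.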
# PvdQ acylase = P. aeruginosa PvdQ acylase inhibitors, primary screen, biochemical, fluorescence, plate reader and imaging, single point; PvdQ acylase [Pseudomonas aeruginosa LESB58]; purified PvdQ acylase; inhibition, % at 10 µM; hit rate 0.063% among 340,000; AID 488965, 2010; in the data active means inhibition above about 30%, passing the limit was not always enough;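 further: 0% = vehicle neutral wells and 100% = reference inhibitor wells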
# Arrestin-AP2 inh = inhibitors of beta-arrestin/AP2 binding, primary screen, biochemical, GPCR trafficking, flow cytometry. beta-arrestin 1 C-terminal peptide binding to AP2 beta2-adaptin appendage (human). FITC-arrestin peptide / GST-AP2 beads; AP2 beta2 appendage carries R879A mutation. inhibition, % at 10 µM. hit rate 0.31% among 340,000. AID 504490, 2011;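 active means inhibition above a set limit, near 3 SD of compounds lacking own fluorescence, cut at about 54% in these data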;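 further: plate controls were DMSO wells for no effect and 5 µM unlabelled arrestin peptide for full effect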
#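 System: GST-AP2 R879A glutathione beads; medium: PBS, Tween 20 0.05%, BSA 0.1%; reagent: fluorescein-tagged arrestin peptide at 50 nM final; schedule: pre-incubation 12 min, peptide binding 1 h, room temperature; detection: flow cytometry, FL1 (488/535 nm); read-out: inhibition as reduced fluorescein signal on beads, percent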
# PKA-R2B act = activators of PKA-R2B holoenzyme, primary screen, biochemical, fluorescence polarization, Cy5-IP20, human; cAMP-dependent protein kinase catalytic subunit beta (Homo sapiens) + cAMP-dependent …; PKA-R2B holoenzyme dissociation; R2B truncated from residue 108, S112A mutant; 0% DMSO only, 100% 113 µM cGMP; activation, % at 11.4 µM; hit rate 0.079% among 340,000; AID 504700, 2011;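 active means activation above a cutoff set at the mean over all compounds plus 3 SD, cut at about 18% in these data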;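 further: higher means more holoenzyme dissociation and a rise in polarization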
# Target sequence (P31323 whole entry, looked up, other chains not shown, the tested form may be a part): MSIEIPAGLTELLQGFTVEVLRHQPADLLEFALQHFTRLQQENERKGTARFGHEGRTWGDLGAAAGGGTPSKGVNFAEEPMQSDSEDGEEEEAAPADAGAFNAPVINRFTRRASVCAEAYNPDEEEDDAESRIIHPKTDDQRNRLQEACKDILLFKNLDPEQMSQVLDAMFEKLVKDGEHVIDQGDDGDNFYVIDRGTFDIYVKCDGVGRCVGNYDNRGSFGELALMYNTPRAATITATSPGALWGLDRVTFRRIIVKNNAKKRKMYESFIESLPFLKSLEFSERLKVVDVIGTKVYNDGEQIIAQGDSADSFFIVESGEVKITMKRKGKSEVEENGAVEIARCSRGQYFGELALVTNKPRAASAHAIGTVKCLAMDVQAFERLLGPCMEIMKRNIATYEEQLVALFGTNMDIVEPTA
# Keap1-Nrf2 PPI = Keap1-Nrf2 protein-protein interaction inhibitors, primary screen, biochemical, fluorescence polarization, single point; inhibition, % at 9.4 µM; hit rate 0.15% among 340,000; Keap1 Kelch-Nrf2 peptide fluorescence polarization, 1536-well; AID 504523, 2011; in the data active means inhibition above about 12%;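 further: human Keap1 Kelch domain with fluorescein labeled Nrf2 9mer peptide probe; 0% = neutral control wells and 100% = peptide positive control; higher means more block of Keap1 binding to Nrf2 peptide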
# C-LANA FP = inhibitors of KSHV C-LANA binding to DNA, primary screen, biochemical, fluorescence polarization, FAM-LBS DNA, MBP-C-LANA, single point | inhibition, % at 9 µM | Kaposi's sarcoma herpesvirus LANA C-terminal domain (residues 932-1162) DNA binding | hit rate 0.078% among 340,000;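 active means highest replicate inhibition at or above 60% at 9 µM, even if other replicates fall short; inactive means all replicates below 60% inhibition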;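 further: 0% = neutral control wells and 100% = 4 µM acridine orange control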
# DAGLB inh = DAGLB lipase inhibitors, primary screen, biochemical, fluorescence, HTS. AID 504411, 2011. Diacylglycerol lipase-beta (Homo sapiens), Q8NCG7. HEK293T DAGLB membrane lysate, EnzChek fluorogenic substrate. inhibition, % at 5.17 µM. hit rate 0.059% among 340,000; in the data active means inhibition above about 34%;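 further: 0% = enzyme with vehicle and 100% = wells lacking enzyme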
# * = called active by the depositor; . = not tested or not shown.
# Below each SMILES: PKA-R2B act, DAGLB inh, Keap1-Nrf2 PPI, PvdQ acylase, RTF Ca sens inh, Arrestin-AP2 inh, SR-BI HDL uptake, SR-BI uptake up, C-LANA FP, NSD2 inh
N#Cc1nc(Cc2ccccc2)oc1NCc1ccccc1
→ -4, -1, -4, -7, -12, -1, 8, -8, -0.1, 34
CCOc1ccc(N2C(=O)CC(N3CCN(C(=O)CN4CCCC4)CC3)C2=O)cc1 (configuration not stated)
→ 3, -2, -1, -21, -10, -5, 9, -9, 0.0, -1
COCCN(C(=O)CC1C(=O)NCCN1CC(c1ccccc1)c1ccccc1)C(C)C (configuration not stated)
→ 3, -2, 3, 5, -1, 16, -31, 31, 0.5, 0
O=C(COc1cccc(Cl)c1Cl)NC1CC1
→ -2, -2, 0, 9, -1, 23, -7, 7, 0.0, 0
C#CCOCCOCCOCCNc1nc(N2CCOCC2)nc(N2CCN(C(=O)[C@H](CO)n3cc([C@@H](N)C(C)C)nn3)CC2)n1
→ -9, 1, -2, -8, -6, 8, 0, 0, 8.5, .
CC(C)C(=O)Nc1cccc(C(=O)Nc2cc([N+](=O)[O-])ccc2Cl)c1
→ -9, -2, -2, 12, -1, 24, 58, -58, -0.2, 2
COc1ccc(CC(=O)NNC(=O)c2ccccc2)cc1OC
→ -9, -2, -2, 0, 4, 2, -17, 17, -1.2, -1
COc1ccc(CNC(=O)c2nnn(CC(=O)Nc3cc(C)cc(C)c3)c2N)cc1
→ 3, -3, -3, -15, 6, 0, -11, 11, 1.1, 0
COc1ccc(CCN2CC(C(=O)NCCc3cccc(F)c3)CCC2=O)cc1 (configuration not stated)
→ 5, 0, 1, 0, -5, 18, 2, -2, -0.7, 4
COC(=O)C1=C(C)NC2=C(C(=O)CCC2)C1c1ccc(-c2ccsc2C(=O)OC)o1 (configuration not stated)
→ -1, -3, 0, 8, -3, -4, 18, -18, ., 7
CC(C)C(=O)Nc1nc2c(c(=O)[nH]1)CCCC2
→ ., ., -1, -13, ., -3, -12, 12, -1.9, -3
CCCC(=O)N1N=C(c2ccccc2)CC1c1cn(C)c2ccccc12 (configuration not stated)
→ -4, -4, -5, -11, 2, 1, -16, 16, -2.5, -2
CCCCN(C(=O)C1=NN(c2ccccc2)C(=O)CC1)c1c(N)n(CCC)c(=O)[nH]c1=O
→ 1, -2, 4, 1, 0, 14, -18, 18, 3.0, -1
CCCCn1c(SCC(=O)Nc2nnc(CC)s2)nc2c1c(=O)n(C)c(=O)n2C
→ 5, 2, 1, 14, -1, 4, -20, 20, 0.4, 1
CC(=O)N(Cc1cccc(Br)c1)c1ccc(N2CCOCC2)c(Cl)c1
→ -16, -1, -3, -7, -1, 16, ., ., 2.0, -1
CSc1ccc(CN(C)CC(=O)Nc2c(F)cccc2F)cc1
→ -2, -4, 2, 8, 0, -3, -3, 3, 3.4, 4
COc1cccc(CNC(=O)CCn2c(=O)c3cccn3c3cccnc32)c1
→ 5, 1, -3, 0, -3, 4, 33, -33, 0.5, -3
O=C(O)c1ccc2c(c1)SC1=NS(=O)(=O)CCN12
→ 1, 0, -3, -10, -7, -2, ., ., -0.7, -5
O=C(CN1CCCCC1CO)c1ccc(OC(F)F)cc1 (configuration not stated)
→ 4, -1, -1, 11, -8, 26, -14, 14, -1.9, -3
CCn1c(SCC(=O)Nc2oc(-c3ccccc3)c(-c3ccccc3)c2C#N)nnc1-c1ccncc1
→ 0, 5, 2, 4, -1, 4, -10, 10, -0.1, -1
Cc1nnc(NC(=O)CSc2nnc(CCNC(=O)c3ccccc3F)n2C)s1
→ -2, -4, 0, 0, -4, 6, 6, -6, -1.0, 0
Cc1ccc(C)c(N2CCN(CCCNC(=O)Cn3cccc3C(=O)c3ccccc3)CC2)c1
→ 1, 3, 2, -7, -12, 2, -12, 12, -0.5, 5
Cc1ccc(OCc2cc(C(=O)N(C)CC3CCOCC3)no2)cc1C
→ -6, -3, 0, -10, -3, -10, 4, ., 0.8, -2
O=C(Cc1ccccc1)Nc1ccc(C(=O)Nc2ccc(O)cc2)cc1
→ -4, 1, 0, -16, -7, -2, 21, -21, 0.8, 0
CCN(CC)C(=O)CCCOc1ccc(Cl)cc1Cl
→ -7, -4, -1, -6, -4, -5, 3, -3, -1.2, -3
CCc1cccc(C)c1NC(=O)COC(=O)C(NS(=O)(=O)c1ccc(Cl)cc1)C(C)O (configuration not stated)
→ -1, 1, -4, -6, 0, -9, -2, 2, -2.9, -2
COc1ccc(CCC(=O)O)c(O)c1
→ -14, 1, -5, 8, -8, -3, -13, 13, 4.1, .
CCOC(=O)C1=C(C)N=c2s/c(=C3/C(=O)Nc4ccccc43)c(=O)n2C1c1ccc(C)cc1 (configuration not stated)
→ -15, 6, 0, 8, -2, 25, 8, -8, 0.3, 7
O=C(C1CCC(CNS(=O)(=O)c2cccc3nsnc23)CC1)N1CCN(c2ccccn2)CC1 (configuration not stated)
→ 5, 0, 1, -17, -4, 16, 25, -25, 0.5, -4
S=C(Cc1cccnc1)N1CCOCC1
→ 1, -2, -2, 19, -5, 4, 20, -20, -1.0, -10
COC(=O)c1ccc(CSC(=N)N)o1
→ -1, 0, -3, 11, 0, 30, -17, 17, 3.3, 0
O=C(NCc1cccnc1)NC(C(F)(F)F)C(F)(F)F
→ -3, -6, -5, -16, -1, -7, -11, ., 0.6, -3
COc1cc(C2NC(=O)NC(C)=C2C(=O)OCc2ccc(C)cc2)cc(OC)c1OC (configuration not stated)
→ 1, 1, 2, -9, 8, 8, 2, -2, 1.7, 11
COc1cccc(CC2(CO)CCCN(Cc3cnn(-c4ccccc4)c3)C2)c1 (configuration not stated)
→ 3, -2, -2, -6, 1, 4, 33, -33, 0.8, 0
Cc1ccc(C23CC4CC(CC(CC(=O)N5CCOCC5)(C4)C2)C3)cc1
→ -4, -2, 1, -15, -6, 1, 1, -1, -0.5, 1
CN(C)CCOc1cccc(Cl)c1
→ 4, -1, -2, -12, -6, -25, 0, 0, -1.1, 2
CCOC(=O)c1oc2nc(CC(C)C)c3c(c2c1N)CCC3
→ -12, -4, -3, -25, 2, -7, 32, -32, -1.0, -4
CCCn1cc(NC(=O)C2CC(c3cccc(Br)c3)=NO2)cn1 (configuration not stated)
→ 4, 0, 1, 1, -2, -1, 9, -9, 0.7, -1
O=C(CN1CCN(c2ccc(F)cc2)CC1)Nc1ccc(-n2cnnn2)cc1
→ -7, 3, -4, -11, -6, 8, -27, 27, 0.2, -1
Cc1ccc(C2C=C(c3ccccc3OC(F)F)Nc3ncnn32)cc1 (configuration not stated)
→ -5, -1, -4, -6, -11, -7, 23, -23, 0.8, .
CC(=O)c1ccc(NC(=O)C(C)Sc2nnc(-c3ccncc3)n2C2CC2)cc1 (configuration not stated)
→ 1, 1, 2, -9, -1, -9, 40, -40, 2.7, 2
Cc1ccc(-c2nc(CS(=O)(=O)CC(=O)NCc3cccc(F)c3)c(C)o2)cc1
→ -3, 1, 2, -8, -6, 9, -7, 7, 1.6, .
O=C(CCN1C(=O)C2CC=CCC2C1=O)Nc1cccc(Cl)c1 (configuration not stated)
→ 3, 2, 4, -13, -6, -15, 15, -15, 0.5, 7
NC(=O)CC(NC(=O)Cc1ccc(Cl)cc1)c1ccc(NC2CCCCCC2)c([N+](=O)[O-])c1 (configuration not stated)
→ -13, 5, -7, 15, 9, 26, 8, -8, 1.2, .
CCc1cc(=O)oc2c(CNCc3c(F)cccc3Cl)c(O)ccc12
→ -1, -7, -4, -15, -4, -13, -9, 9, -1.6, -4
O=c1c2ccccc2nc(-c2ccccc2)n1Cc1ccco1
→ 2, 0, -2, -4, -11, 11, 7, -7, -1.6, 2
COc1ccc(S(=O)(=O)n2nc(OC(=O)C3CCCCC3)cc2N)cc1
→ -9, 4, -5, -15, 4, 6, -8, 8, -0.3, -58
C/C(Cc1ccccc1)=N\NC(=O)CNC(=O)COc1ccccc1
→ -5, 0, 3, -1, -1, 12, -16, 16, -0.4, -1
CCN(CC)S(=O)(=O)c1ccc(NC(=S)NC(=O)C(C)C)cc1
→ 12, 0, 2, -8, -7, 0, 10, -10, -0.9, -1
CCCn1nnc(NC(=O)c2sc3ccccc3c2Cl)n1
→ -6, -5, -5, -14, -9, 0, -32, 32, -0.4, -1
Cc1cc(C)c(S(=O)(=O)N2CCOC2CNC(=O)C(=O)NCc2ccco2)c(C)c1 (configuration not stated)
→ 0, 3, 2, -1, -4, 12, 5, -5, 2.0, .
COc1cnn(-c2ccccc2)c(=O)c1SCc1ccc(Cl)cc1Cl
→ -7, 0, -5, -1, -10, 7, 43, -43, 1.4, -3
O=[N+]([O-])c1ccc(Oc2cccc(C(F)(F)F)c2)nc1
→ 9, -3, 1, -1, -3, 29, 7, -7, -0.4, 0
Oc1ccc(Br)cc1-c1nc2cnccn2c1NC1CCCCC1
→ -13, -1, -1, -9, 0, 2, 57, -57, -1.3, -1
CCC1(CC)C(=O)C2=C3C1[C@H](C(=O)OC)C=C(C(=O)OC)C[C@H]3n1c(=O)n(C)c(=O)n1[C@H]2C (some centres not stated)
→ -1, 1, -3, -2, 2, 5, -29, 29, 0.5, .
Cc1ccc(C(=O)c2ncc[nH]2)cc1
→ 2, 0, -3, -12, -20, -8, -23, 23, -2.1, .
COc1cc(C(=O)NC2CC3CCCC(C2)N3CC(=O)Nc2ccccc2)cc(OC)c1OC (configuration not stated)
→ 10, -1, 0, -8, 2, -6, 62, -62, 1.4, 0
Cc1ccc2oc(=O)c3cnn(CC(=O)N(Cc4ccco4)C4CCCCC4)c3c2c1
→ 1, -2, 1, 0, -5, 31, -3, 3, -3.4, .
CCCCC(=O)N=c1sc2cc([N+](=O)[O-])ccc2n1C
→ -4, 0, -5, 4, -1, -10, -7, 7, -0.5, -2
CCOc1ccccc1NC(=O)c1ccc2ccccc2c1
→ -3, -9, -2, -12, -4, 11, 55, -55, -1.3, -3
CC(NC(=O)CSc1nnnn1C1CC1)c1ccccc1Br (configuration not stated)
→ 0, -1, -1, -7, -1, -5, -4, 4, -1.0, 3
Cc1c(NC(=S)Nc2ccccc2)c(=O)n(-c2ccccc2)n1C
→ 4, -2, -1, -4, -1, -3, 4, -4, 1.5, -1
